Compound activity from PubChem BioAssay.
Cdc25B block = inhibitors of Cdc25B phosphatase catalytic domain, primary screen, biochemical, OMFP fluorescence. M-phase inducer phosphatase 2 (Homo sapiens), P30305. recombinant Cdc25B, OMFP fluorescence Ex485/Em525. inhibition, %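 (compounds tested at 10 µM final in the well)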. hit rate 0.1% among 65,000; in the data active = inhibition above about 50%
MKP-1 inh = MKP-1 phosphatase inhibitors, primary screen, biochemical, in vitro | inhibition, %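 (compounds tested at a single concentration somewhere between 10 and 100 µM)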 | hit rate 0.15% among 65,000 | AID 374, 2006 | Dual specificity protein phosphatase 1 (Homo sapiens), P28562 | recombinant MKP-1, OMFP hydrolysis fluorescence;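 active = inhibition above about 50%, limit read from the data; inconclusive = inhibition over screen mean plus 3 SD, below that limit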;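 also: 0% = DMSO max control wells and 100% = wells with enzyme stopped by NaOH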
Target sequence (P28562 whole entry, looked up): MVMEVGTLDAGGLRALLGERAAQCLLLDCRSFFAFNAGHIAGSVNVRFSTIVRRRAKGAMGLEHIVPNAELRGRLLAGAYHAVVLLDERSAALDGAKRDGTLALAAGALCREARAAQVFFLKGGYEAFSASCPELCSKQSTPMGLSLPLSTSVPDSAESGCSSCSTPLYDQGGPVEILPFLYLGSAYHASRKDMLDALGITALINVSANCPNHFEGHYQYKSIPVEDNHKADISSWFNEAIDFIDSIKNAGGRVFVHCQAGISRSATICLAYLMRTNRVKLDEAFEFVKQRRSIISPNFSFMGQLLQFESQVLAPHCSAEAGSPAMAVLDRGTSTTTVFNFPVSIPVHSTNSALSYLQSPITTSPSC
C1s inh = complement C1s protease inhibitors, primary screen, biochemical, 10-compound mixtures; Complement C1s subcomponent (Homo sapiens), P09871; purified C1s, fluorogenic AMC substrate, pooled mixtures; mean inhibition % of two 10-compound mixtures (hits give high values), % at 5 µM (by protocol); hit rate 0.16% among 62,000;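 active = inhibition above 20% in each of the two 10-compound mixture wells holding the compound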;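 also: 0% = enzyme wells lacking compound mixture and 100% = no-enzyme blank wells; some compounds called inactive have numbers as strong as hits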
CatL block = inhibitors of human cathepsin L, biochemical | AID 460, 2006 | hit rate 0.17% among 58,000 | purified cathepsin L, fluorogenic substrate, fluorescence | Procathepsin L (Homo sapiens), P07711 | inhibition, %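 (tested at 10 µM)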; in the data active = inhibition above about 45%;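 also: 0% = enzyme with no compound and 100% = no enzyme blank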
Target sequence (P07711 114-288 limits assumed): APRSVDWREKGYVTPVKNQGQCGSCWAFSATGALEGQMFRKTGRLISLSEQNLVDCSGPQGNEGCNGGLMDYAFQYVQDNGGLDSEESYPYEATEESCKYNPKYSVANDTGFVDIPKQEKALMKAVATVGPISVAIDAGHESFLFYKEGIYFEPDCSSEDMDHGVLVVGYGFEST
Target sequence (P07711 292-333 limits assumed): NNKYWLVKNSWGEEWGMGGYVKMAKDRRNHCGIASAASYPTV
FXIa inh mix = FXIa protease inhibitors in compound pools, primary screen, biochemical, 10-compound mixtures; Coagulation factor XI (Homo sapiens), P03951; purified FXIa, fluorogenic substrate, pooled mixtures; inhibition, % at 5 µM; hit rate 0.19% among 62,000;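 also: each value is inhibition by a whole ten-compound pool holding the compound; 0% = enzyme with no mixture and 100% = wells lacking enzyme; strong numbers were not always called active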
CatG inh = human cathepsin G inhibitors, primary screen, biochemical, pooled compound mixtures, AMC fluorescence; P08311; purified enzyme, AMC-tetrapeptide fluorescence; inhibition, % at 5 µM (by protocol); hit rate 0.2% among 62,000; AID 581, 2007;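 active = inhibition above 20% in each of the two mixture wells holding the compound; inactive = inhibition of 20% or less in either well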;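 also: 0% = enzyme control without mixture and 100% = blank lacking enzyme; strong numbers were not always called active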
FXIIa mix inh = human factor XIIa inhibitors, primary screen, biochemical, pooled compound mixtures, fluorogenic substrate. Coagulation factor XII (Homo sapiens), P00748. purified FXIIa. inhibition, % at 5 µM. hit rate 0.2% among 62,000. AID 684, 2007;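 also: 0% = enzyme without compound and 100% = no enzyme blank; some results filed as inactive read as strong as hits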
5HT1a ag = human 5-HT1a receptor agonists, primary screen, cell-based, CHO, Ga15 NFAT-bla reporter. 5-hydroxytryptamine receptor 1A (Homo sapiens), P08908. CHO 5-HT1a Ga15 NFAT-bla reporter, FRET ratio; 0% basal, 100% maximal reference agonist. activation, % at 10 µM. hit rate 0.56% among 65,000. AID 567, 2006;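 active = activation above the screen-wide mean activation plus 3 SD, cut at about 19% in these data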;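 also: 0% = DMSO wells and 100% = 5-CT at EC100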
Target sequence (P08908 whole entry, looked up): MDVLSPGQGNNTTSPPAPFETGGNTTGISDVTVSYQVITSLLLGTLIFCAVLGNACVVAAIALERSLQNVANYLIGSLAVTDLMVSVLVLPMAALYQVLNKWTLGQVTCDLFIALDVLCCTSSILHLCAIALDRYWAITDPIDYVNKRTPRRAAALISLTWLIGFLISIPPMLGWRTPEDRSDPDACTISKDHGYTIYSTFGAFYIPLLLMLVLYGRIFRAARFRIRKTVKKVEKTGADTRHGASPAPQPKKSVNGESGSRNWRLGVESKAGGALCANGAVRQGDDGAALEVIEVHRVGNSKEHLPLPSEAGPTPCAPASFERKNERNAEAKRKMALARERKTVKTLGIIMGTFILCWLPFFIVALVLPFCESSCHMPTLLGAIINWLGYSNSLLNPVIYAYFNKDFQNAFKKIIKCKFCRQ
Hsp90 block = tumor Hsp90 inhibitors, primary screen, cell lysate, fluorescence polarization, NCI-N417 lysate; Heat shock protein HSP 90-alpha (Homo sapiens), P07900; Cy3B-geldanamycin FP displacement; inhibition, % at 30 µM; hit rate 0.35% among 64,000; AID 429, 2006;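 active = inhibition above 50%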;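 also: 0% = tracer plus lysate wells and 100% = tracer alone without lysate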
* hit, by the source's call. Rule as the data show it, unless noted: active = inhibition above about 20% (passing the limit was not always enough); inactive = the rest. Hits appear at their usual frequency; overall some 1.6% were active at least once.

O=C(c1ccco1)N1CCN(C(=O)c2cc3c(s2)-c2ccccc2OC3)CC1 was read as Cdc25B block -4, MKP-1 inh 7, C1s inh -46, CatL block inactive, FXIa inh mix -2, CatG inh -17, FXIIa mix inh -5, 5HT1a ag -2.0 and Hsp90 block -1.
Screening O=C(CCn1c(=O)oc2ccccc21)NCCN1CCOCC1 returned Cdc25B block 0, MKP-1 inh -7, C1s inh -21, CatL block 25, FXIa inh mix -4, CatG inh -11, FXIIa mix inh 9, 5HT1a ag -0.8 and Hsp90 block -5.
`C#CCN(C#N)c1nc(NCC)nc(NC(C)C)n1` gave Cdc25B block 5, MKP-1 inh -4, C1s inh -7, CatL block -1, FXIa inh mix 5, CatG inh -2, FXIIa mix inh 1, 5HT1a ag -1.5 and Hsp90 block -7.
Screening Brc1ccccc1-c1nnc(CSc2nncn2-c2ccccc2)o1 returned Cdc25B block 0, MKP-1 inh -5, C1s inh -37, FXIa inh mix 7, CatG inh -8, FXIIa mix inh 10, 5HT1a ag 171* and Hsp90 block -4.
For CC1CCc2sc3ncnc(N4CCOCC4)c3c2C1 (configuration not stated) the results were Cdc25B block -5, MKP-1 inh 15, C1s inh -31, CatL block -4, FXIa inh mix 0, CatG inh -1, FXIIa mix inh 10, 5HT1a ag -3.8 and Hsp90 block -1.
Screening O=C(O)CCN1CCc2ccccc21 returned Cdc25B block -1, MKP-1 inh 7, C1s inh 5, CatL block 15, FXIa inh mix 3, CatG inh 9, FXIIa mix inh -3, 5HT1a ag 1.1 and Hsp90 block -1.
Screening CC(C)c1nnc(NC(=O)Cn2nc(-c3ccc4c(c3)OCCO4)ccc2=O)s1 returned Cdc25B block -4, MKP-1 inh 4, C1s inh -26, CatL block -7, FXIa inh mix -2, CatG inh -5, FXIIa mix inh -5, 5HT1a ag -2.4 and Hsp90 block -1.
COc1ccc(NC(=O)C(C)NS(=O)(=O)c2ccccc2)cc1Cl (configuration not stated) was read as Cdc25B block -16, MKP-1 inh 1, C1s inh 12, CatL block 9, FXIa inh mix 6, CatG inh 7, FXIIa mix inh 2, 5HT1a ag -2.6 and Hsp90 block -5.
`COC(=O)C1=C(C)N(c2cccc3ccccc23)C(=O)C1` gave Cdc25B block 3, MKP-1 inh 30, C1s inh -38, CatL block 5, FXIa inh mix -19, CatG inh 2, FXIIa mix inh -22, 5HT1a ag -2.7 and Hsp90 block 51*.
For CNCc1ccc(OCc2ccccc2)c(OC)c1 the results were Cdc25B block -5, MKP-1 inh 25, C1s inh -70, CatL block 7, FXIa inh mix -1, CatG inh -5, FXIIa mix inh -16, 5HT1a ag -0.1 and Hsp90 block 1.
Screening COCCn1cc(C(=O)c2ccccc2OCC(=O)Nc2cc(C)on2)cc(C#N)c1=O returned Cdc25B block -10, MKP-1 inh -7, C1s inh -102, CatL block 2, FXIa inh mix -10, CatG inh -22, FXIIa mix inh -2, 5HT1a ag 0.7 and Hsp90 block -6.
`CCC(=O)NC1(C(F)(F)F)C(=O)Nc2c1c(=O)n(C)c(=O)n2C` (configuration not stated) gave Cdc25B block 60*, MKP-1 inh 4, C1s inh -27, CatL block -1, FXIa inh mix 23, CatG inh 0, FXIIa mix inh 5, 5HT1a ag -3.2 and Hsp90 block -2.
N#Cc1nc(COc2ccccc2)oc1N1CCCC1 was read as Cdc25B block 24, MKP-1 inh -37, CatL block 5, 5HT1a ag -1.3 and Hsp90 block 3.
Screening Brc1ccccc1OCCCN1CCOCC1 returned Cdc25B block -9, MKP-1 inh 4, C1s inh -4, CatL block 6, FXIa inh mix 4, CatG inh 9, FXIIa mix inh 8, 5HT1a ag -2.2 and Hsp90 block -2.
CC1=C(C(=O)OC(C)C)C(c2ccc(N(C)C)cc2)C2=C(CC(C)(C)CC2=O)N1 (configuration not stated) was read as Cdc25B block 1, MKP-1 inh 18, C1s inh -3, CatL block -17, FXIa inh mix 5, CatG inh 0, FXIIa mix inh 5, 5HT1a ag -0.2 and Hsp90 block -2.

Overlap with the part before: two compounds, then new ones.
Screening Brc1ccccc1OCCCN1CCOCC1 returned Cdc25B block -9, MKP-1 inh 4, C1s inh -4, CatL block 6, FXIa inh mix 4, CatG inh 9, FXIIa mix inh 8, 5HT1a ag -2.2 and Hsp90 block -2.
CC1=C(C(=O)OC(C)C)C(c2ccc(N(C)C)cc2)C2=C(CC(C)(C)CC2=O)N1 (configuration not stated) was read as Cdc25B block 1, MKP-1 inh 18, C1s inh -3, CatL block -17, FXIa inh mix 5, CatG inh 0, FXIIa mix inh 5, 5HT1a ag -0.2 and Hsp90 block -2.
`Cc1noc(C)c1S(=O)(=O)N1CCC(C(=O)NC2CCCc3ccccc32)CC1` (configuration not stated) gave Cdc25B block 2, MKP-1 inh 28, C1s inh -11, CatL block 5, FXIa inh mix 2, CatG inh -3, FXIIa mix inh 2, 5HT1a ag 0.8 and Hsp90 block 0.
For CCCS(=O)(=O)N1CCN(C(=O)c2cccnc2)CC1 the results were Cdc25B block -18, MKP-1 inh 3, C1s inh 12, CatL block 11, FXIa inh mix 6, CatG inh 12, FXIIa mix inh 11, 5HT1a ag 2.4 and Hsp90 block -2.
Screening N#Cc1c(-c2ccccc2)nc(SCc2nc(N)nc(N3CCCCC3)n2)[nH]c1=O returned Cdc25B block -19, MKP-1 inh 30, C1s inh 15, CatL block -1, FXIa inh mix 4, CatG inh 15, FXIIa mix inh -3, 5HT1a ag -3.6 and Hsp90 block -4.
O=c1nc(N2CCCC2)nc(Nc2ccccc2)[nH]1 was read as Cdc25B block -12, MKP-1 inh -2, C1s inh 6, CatL block 2, FXIa inh mix -2, CatG inh 7, FXIIa mix inh 27, 5HT1a ag -1.2 and Hsp90 block 1.
`Cc1cccc2c1nc(-c1ccccc1)n1cnnc21` gave Cdc25B block 2, MKP-1 inh -6, C1s inh -26, CatL block 2, FXIa inh mix 2, CatG inh -9, FXIIa mix inh -5, 5HT1a ag -1.2 and Hsp90 block -2.
`OCC1OC(n2nc3ccccc3n2)C(O)C(O)C1O` (configuration not stated) gave Cdc25B block -10, MKP-1 inh 20, C1s inh -80, CatL block 12, FXIa inh mix -18, CatG inh -16, FXIIa mix inh 3, 5HT1a ag 1.6 and Hsp90 block -4.
For Cc1cc(-n2c(C)cc(C(=O)COc3ccc4ccc(=O)oc4c3)c2C)no1 the results were Cdc25B block -6, MKP-1 inh 29, C1s inh -11, CatL block -2, FXIa inh mix 1, CatG inh -3, FXIIa mix inh 11, 5HT1a ag -3.1 and Hsp90 block -6.
`COc1ccc(-n2nnc3c(SCC(=O)c4ccccc4)ncnc32)cc1` gave Cdc25B block 2, MKP-1 inh 1, C1s inh -31, CatL block 11, FXIa inh mix 4, CatG inh 4, FXIIa mix inh -12, 5HT1a ag -0.2 and Hsp90 block 1.
Screening COc1ccc(S(=O)(=O)N2CCC(O)(c3ccc(Cl)cc3)CC2)cc1 returned Cdc25B block -9, MKP-1 inh -17, C1s inh 14, CatL block 13, FXIa inh mix 3, CatG inh 8, FXIIa mix inh -1, 5HT1a ag -1.1 and Hsp90 block -2.
Screening C/C(=N\O)c1ccc(N2C(=O)C3CC=C(Cl)CC3C2=O)cc1 (configuration not stated) returned Cdc25B block -9, MKP-1 inh -3, 5HT1a ag -1.1 and Hsp90 block -2.
Screening CCCCn1c(-c2ccc(Cl)cc2)nc2c(=O)n(C)c(=O)[nH]c21 returned Cdc25B block -6, MKP-1 inh -20, CatL block -4, 5HT1a ag 1.3 and Hsp90 block 3.
`CCc1cc(C(=O)OC)c(NC(=O)CCCC(=O)O)s1` gave Cdc25B block -3, MKP-1 inh -5, C1s inh 17, CatL block 18, FXIa inh mix 4, CatG inh 9, FXIIa mix inh 1, 5HT1a ag -1.3 and Hsp90 block 0.
Screening O=C1Nc2ccccc2C12OCCO2 returned Cdc25B block -21, MKP-1 inh 25, C1s inh 15, CatL block 7, FXIa inh mix -2, CatG inh 10, FXIIa mix inh 15, 5HT1a ag -2.8 and Hsp90 block -1.
Screening C/C(N)=C(/C#N)C(=O)CN1CCCCC1 returned Cdc25B block -12, MKP-1 inh 3, C1s inh 8, CatL block 9, FXIa inh mix 1, CatG inh 6, FXIIa mix inh -1, 5HT1a ag -1.4 and Hsp90 block -3.
Screening O=C(CCCOc1ccccc1)N1CCN(C(=O)c2ccco2)CC1 returned Cdc25B block 4, MKP-1 inh 16, C1s inh 17, CatL block 31, FXIa inh mix 11, CatG inh 16, FXIIa mix inh -20, 5HT1a ag 1.3 and Hsp90 block -6.
`CCCC(=O)Nc1cccc(-c2nc3ccccc3o2)c1` gave Cdc25B block -7, MKP-1 inh 3, C1s inh 4, CatL block -1, FXIa inh mix 15, CatG inh 9, FXIIa mix inh -1, 5HT1a ag -2.1 and Hsp90 block -6.
For Cc1cc(C(=O)Nc2nnc(-c3ccccc3)s2)no1 the results were Cdc25B block 21, MKP-1 inh 1, C1s inh -18, CatL block 24, FXIa inh mix 0, CatG inh 5, FXIIa mix inh -14, 5HT1a ag -3.9 and Hsp90 block -7.
CC(=O)C1=C(O)C(=O)N(c2cc(C(C)(C)C)on2)C1c1ccc(C(C)C)cc1 (configuration not stated) was read as Cdc25B block 2, MKP-1 inh inconclusive, C1s inh -33, CatL block 22, FXIa inh mix -7, CatG inh -12, FXIIa mix inh 9, 5HT1a ag -0.2 and Hsp90 block 3.
For CCCSc1nc2c(c(=O)n(C)c(=O)n2C)n1Cc1ccc(C)cc1 the results were Cdc25B block 3, MKP-1 inh -3, C1s inh 11, CatL block -10, FXIa inh mix 6, CatG inh 11, FXIIa mix inh 3, 5HT1a ag -1.5 and Hsp90 block -1.
`Cc1cccc(NC(=O)C2CC(O)CN2C(=O)OCc2ccccc2)c1` (configuration not stated) gave Cdc25B block 3, MKP-1 inh -9, C1s inh -18, CatL block -6, FXIa inh mix 1, CatG inh -8, FXIIa mix inh 9, 5HT1a ag -1.9 and Hsp90 block 0.
`Cn1c(=O)oc2cc(S(=O)(=O)N3CCCC(C(=O)N4CC=C(c5ccccc5)CC4)C3)ccc21` (configuration not stated) gave Cdc25B block -1, MKP-1 inh 29, C1s inh 3, CatL block 7, FXIa inh mix 2, CatG inh 7, FXIIa mix inh 2, 5HT1a ag 2.7 and Hsp90 block -2.
`Cn1cccc1Cc1nnc(SCC(=O)N2CCc3ccccc32)n1CCc1ccccc1` gave Cdc25B block -12, MKP-1 inh 7, C1s inh 16, CatL block 15, FXIa inh mix 5, CatG inh 16, FXIIa mix inh 2, 5HT1a ag 0.6 and Hsp90 block -3.
For CCn1c(SCC(=O)C(C)(C)C)nnc1-c1ccccn1 the results were Cdc25B block -10, MKP-1 inh 7, C1s inh 13, CatL block 7, FXIa inh mix 5, CatG inh 7, FXIIa mix inh -17, 5HT1a ag -0.7 and Hsp90 block 1.
`COc1ccc(-c2noc(-c3ccccc3C(=O)Nc3cccnc3)n2)cc1OC` gave Cdc25B block -8, MKP-1 inh 14, C1s inh 3, CatL block 2, FXIa inh mix 0, CatG inh 0, FXIIa mix inh 6, 5HT1a ag -0.5 and Hsp90 block -4.
Screening COc1cccc(CNS(=O)(=O)c2cn(C)cn2)c1 returned Cdc25B block -4, MKP-1 inh 12, C1s inh -4, CatL block 10, FXIa inh mix -2, CatG inh 10, FXIIa mix inh 3, 5HT1a ag -1.1 and Hsp90 block 0.
CCOC(=O)COc1ccc2c(c1)c(C(=O)OCC)c(C)n2CC was read as Cdc25B block -8, MKP-1 inh -3, 5HT1a ag -1.0 and Hsp90 block -4.
